Screening results from PubChem.
EP2 modulator: modulates human prostaglandin E2 receptor EP2 signaling; AID 940; induction, % at 25 µM; P43116; EP2-expressing cells, cAMP HTRF FRET, PGE2 co-stimulation; 260,000 compounds, 0.83% hits;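 active = compounds whose cAMP rise, as percent of the full-agonist control response, exceeds 60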;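 note: rat C6 glioma line stably carrying human EP2 under a CMV promoter; the protocol text gives 20 µM as final concentration; 100% = response of wells given 1 µM PGE2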
Target sequence (P43116 whole entry, looked up): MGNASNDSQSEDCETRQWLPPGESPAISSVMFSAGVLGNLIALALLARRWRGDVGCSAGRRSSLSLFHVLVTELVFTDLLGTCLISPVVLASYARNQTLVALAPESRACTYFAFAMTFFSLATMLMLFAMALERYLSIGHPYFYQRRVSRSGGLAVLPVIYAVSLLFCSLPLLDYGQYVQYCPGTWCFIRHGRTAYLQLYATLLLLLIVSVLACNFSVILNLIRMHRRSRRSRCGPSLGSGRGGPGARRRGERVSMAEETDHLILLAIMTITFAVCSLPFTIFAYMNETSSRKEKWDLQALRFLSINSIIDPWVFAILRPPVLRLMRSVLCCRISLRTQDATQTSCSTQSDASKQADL
NPY Y1 blocker: NPY-Y1 (human) receptor antagonism; P25929; HEK293-CNG Y1 cells, membrane potential fluorescence; NPY at EC95, then isoproterenol; inhibition, % at 3.6 µM; 200,000 compounds, 1% hits; AID 1040;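 active = inhibition above the campaign mean inhibition of all tested compounds plus 3 SD, cut at about 20% in these data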;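 note: 0% = DMSO wells given NPY plus isoproterenol and 100% = isoproterenol alone without NPY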
Target sequence (P25929 whole entry, looked up): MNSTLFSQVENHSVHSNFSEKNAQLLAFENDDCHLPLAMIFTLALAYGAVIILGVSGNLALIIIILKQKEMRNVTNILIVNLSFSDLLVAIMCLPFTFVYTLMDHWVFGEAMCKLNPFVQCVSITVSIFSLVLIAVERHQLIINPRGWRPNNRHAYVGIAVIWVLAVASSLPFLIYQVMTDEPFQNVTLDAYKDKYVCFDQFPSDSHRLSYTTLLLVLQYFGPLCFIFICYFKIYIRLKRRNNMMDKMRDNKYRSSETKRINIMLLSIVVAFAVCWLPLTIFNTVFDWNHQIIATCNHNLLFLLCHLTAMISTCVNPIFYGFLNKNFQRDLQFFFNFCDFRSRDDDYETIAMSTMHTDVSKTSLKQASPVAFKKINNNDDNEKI
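Material: HEK293 cells co-expressing NPY Y1 receptor and cyclic-nucleotide gated channel. Timing: compound incubation 1 h at room temperature, readout 45 min post-stimulation. Signal: fluorescence, membrane potential probe.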
EP2 antag: blocks the human prostaglandin E2 receptor EP2; P43116; inhibition, % at 25 µM; 260,000 compounds, 0.52% hits; C6 glioma cells expressing human EP2, cAMP TR-FRET; cells stimulated with saturating PGE2;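 active = percent inhibition above 40 after rounding to a whole number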;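 note: rat C6 glioma host cells with rolipram phosphodiesterase inhibitor present; the protocol text gives 20 µM as final concentration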
TRPML3 agonist: agonists of human TRPML3 channel; AID 1448; Q8TDD5; 220,000 compounds, 0.29% hits; HEK293 TRPML3-YFP, Fluo-8 calcium fluorescence; 100% = the carbachol control signal; activation, % at 3 µM;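 active = activation above its plate's cutoff, the mean activation of the plate's test wells plus 3 SD, cut at about 12% in these data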;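 note: 0% = DMSO only wells and 100% = carbachol wells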
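Material: HEK293 cells stably carrying human TRPML3-YFP; compound dosing: single dose, 3 µM final nominal compound, 0.3% DMSO final; incubation: 1-h 37 °C dye load, 5-s basal, 120-s post-compound reads; technique: Fluo-8 intracellular calcium fluorescence, excitation 470-495 nm, emission 515-575 nm; read-out basis: percent activation from peak-to-basal fluorescence ratio, scaled between DMSO and carbachol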
CHOP inh: CHOP inhibition in unfolded protein response | CHO-K1 CHOP-promoter luciferase, tunicamycin-induced, 15-18 h | AID 2732 | inhibition, % at 10 µM | 220,000 compounds, 3.8% hits;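 active = compounds that reduced the stress-induced luciferase reporter signal by more than about 70% of percent inhibition, limit read from the data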;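 note: 0% = tunicamycin plus vehicle and 100% = wells without tunicamycin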
PPC-1+TRAIL kill: kills PPC-1 cancer cells in the presence of TRAIL | 220,000 compounds, 0.41% hits | AID 1443 | PPC-1 cells + TRAIL, ATPLite viability luminescence | cell killing (% activity), % at 4 µM;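 active = cell killing above 50% in the first pass at 4 µM, then a duplicate retest at 5 µM averaging 50% or more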;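 note: plate controls were cells with TRAIL plus DMSO for no effect and medium-only wells lacking cells for full effect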
14-3-3 Bad PPI: disrupts binding of bovine 14-3-3 zeta to phospho-Bad peptide; P63103; TR-FRET 14-3-3zeta/Dy647-pBad peptide displacement, 1 h; inhibition, % at 21.7 µM; 220,000 compounds, 0.71% hits;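 active = inhibition above about 70%, limit read from the data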;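 note: 0% = full 14-3-3 plus peptide FRET controls and 100% = background without 14-3-3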
TRPN1 ag: agonists of zebrafish TRPN1 channel | 220,000 compounds, 0.18% hits | HEK293 zebrafish TRPN1-YFP, Fluo-8 calcium fluorescence; 100% = response to 87 µM carbachol | activation, % at 3 µM | AID 1424;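 active = activation above its plate's cutoff, the mean activation of test wells on that plate plus 3 SD, cut at about 19% in these data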;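 note: 0% = DMSO alone and 100% = 87 µM carbachol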
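System: zebrafish TRPN1-YFP in HEK293 cells / Dosing: 3 µM single point / Timing: dye loading 1 h at 37 °C, then 30 min room temperature / Signal: Fluo-8 calcium fluorescence, excitation 470-495 nm, emission 515-575 nm / Read-out basis: percent activation from peak over basal fluorescence ratio, control-normalized / Control set: high carbachol 87 µM, low DMSO alone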
NPY1 pot ag: potentiates or activates human NPY-Y1 receptor; NPY-Y1 expressing cells, potentiator/agonist activation; 220,000 compounds, 0.37% hits; activation, % at 3.6 µM; P25929; in the data active = activation above about 33%, passing the limit was not always enough;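 note: cells stimulated with NPY at EC10 then isoproterenol at EC100; 0% = low agonist plus stimulus and 100% = saturating agonist plus stimulus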
Starred values were filed as active, the others as inactive; . = no result given; & = joins results of further samples; [ ] = another dose, or the depositor's remark. Some of the compounds tested. The share of hits here may be higher or lower than overall.

SMILES	EP2 modulator	NPY Y1 blocker	EP2 antag	TRPML3 agonist	CHOP inh	PPC-1+TRAIL kill	14-3-3 Bad PPI	TRPN1 ag	NPY1 pot ag
COC(=O)c1cccc(NC(=O)c2cccnc2C(=O)O)c1C	28	2	6	0.6	-3	-11	3	-0.9	4
Cc1ccc(-n2c(C)cc(/C=C3/C(=N)N4C(c5ccccc5)=CSC4=NC3=O)c2C)cc1	21	5	6	1.0	27	3	-5	1.3	-6
COc1ccc(S(=O)(=O)NNC(=O)c2cccs2)cc1	-57&-18	-1	12&5	1.3	7	18	-14	1.5	2
CC(=O)NNc1nc(-c2ccc(C)cc2)cs1	-6	5	11	0.7	3	2	-6	0.0	11
N#CC(C#N)=CC1=C2OC(c3ccccc3)=CC(c3ccccc3)=C2CCC1	12	3	-2	-0.2	19	0	-2	1.1	10
COc1ccc(OC)c(CNC(=O)CCN2C(=O)COc3ccccc32)c1	10	-2	10	0.3	-3	-3	3	-0.5	-5
CCOc1ccc(C(=O)NC(=S)Nc2ncccc2C)cc1[N+](=O)[O-]	2	8	8	0.7	6	10	-21[fluorescence artefact?]	1.0	-11
COc1cc(NC(=O)CCCc2c[nH]c3ccccc23)cc(OC)c1	-8	-4	10	-0.2	28	-7	-4	-1.9	-2
COc1c(F)c(F)c(-c2csc(N)n2)c(F)c1F	.	0	.	0.1	.	.	.	-0.2	-13
O=c1cc(O)nc(-c2ccc(Cl)cc2)s1	7	1	6	0.6	3	0	19	0.3	3
O=C1c2ccccc2NC2(CCCCC2)N1c1ccc(O)cc1	42	4	18	0.8	10	28	-8	0.5	0
CCc1ccc(OCC(=O)N2CCN=C2c2ccccc2)cc1	20	-1	3	-0.1	50	5	5	-0.8	-3
CCOC(=O)n1c(=O)n(Cc2ccccc2C)c2ccccc21	49	-7	7	-0.8	37	14	-11	-2.0	2
O=C(Cn1c2ccccc2c(=O)c2ccccc21)Nc1ccccc1F	-2	1	10	0.1	23	2	0	-2.1	-12
CC(O)CNCc1ccc(Cl)cc1Cl (configuration not stated)	-14	1	12	0.4	-5	4	6	0.1	-4
Cc1ccc(NC(=O)CN2C(=O)NC(Cc3ccccc3)C2=O)cc1 (configuration not stated)	.	3	10	-0.4	.	3	.	0.0	-3
O=C(O)c1cccc(-c2ccc(/C=N/n3cnc4sc5c(c4c3=O)CCCC5)o2)c1	19	.	9	1.1	6	7	4	0.0	3
CCOC(=O)N/N=C\c1ccc(-c2cc(Cl)ccc2Cl)o1	22	4	4	0.1	-18	-3	-6	-0.7	-19
CCCCc1nc2sc3c(=O)n(N)cnc3c2c2c1CCCC2	6	1	10	1.3	21	28	1[fluorescence artefact?]	-0.6	25
CC(C)(C)C(=O)N1CCN(c2nc3ccccc3o2)CC1	0	1	3	0.5	-18	10	7	0.9	15
COC(=O)c1sccc1NC(=S)N1CCCCC1	25	3	6	-0.8	4	18	0[fluorescence artefact?]	-1.6	-21
O=C(Cn1cnc2ccccc2c1=O)NCCC(=O)N1CCN(c2ccccc2)CC1	3	-1	4	0.7	25	23	-7	-0.4	1
CC(C)(C)NC(=O)C(c1cccs1)N(CC1CCCO1)C(=O)Cn1nnc(-c2cccs2)n1 (configuration not stated)	1	-5	5	0.2	-10	-13	11	-0.3	-10
NC(=S)Nc1cc(Cl)cc(Cl)c1	-10	.	7	0.5	-10	1	-2	0.0	15
Fc1ccccc1/C=N/Nc1nn[nH]n1	-1	6	15	0.6	-14	10	1	1.7	1
COc1ccc2nc(NC(=O)Cn3cnc4c(=O)n(C)c(=O)n(C)c43)sc2c1	11	-3	11	-0.7	11	14	-5	-0.9	-1
c1ccc(CSc2n[nH]c(-c3ccco3)n2)cc1	33	-2	10	-0.4	-6	1	-9	-0.3	-4
COc1ccc(CCn2c(-c3ccccc3)nc3c(c(=O)c4ccccc4n3C)c2=O)cc1	1	6	13	0.8	-1	-9	-4	-0.4	1
C=CCn1c(SCC(=O)N2CCc3ccccc3C2)nnc1-c1ccncc1	14	2	7	0.6	3	-15	3[fluorescence artefact?]	0.4	10
COc1cccc(OCC(Cn2cnc3ccccc32)OC(C)=O)c1 (configuration not stated)	24&33	6	14&3	0.1	-5	-13	-13	-2.3	13
C[N+](C)(C)CCCCCCC(=O)/C=N/O	-7	2	2	1.2	-12	15	8[fluorescence artefact?]	1.7	12
O=C(Cn1cnc(Cl)c1Cl)c1ccc(F)cc1	3	-4	0	0.8	21	12	-11	-0.1	9
O=C(Nc1ccccc1)c1sc(Cl)nc1-c1ccccc1	12	1	2	-0.1	9	23	-10[fluorescence artefact?]	-2.5	-11
O=C(c1ccc(F)cc1)C(C(=O)N1CCCCC1)n1ccccc1=O (configuration not stated)	28	4	7	-0.5	1	-1	-4	0.3	9
COc1ccc(NC(=O)CSc2nnc(Cn3c(=O)sc4ccccc43)n2C)cc1OC	-3	3	2	0.6	19	4	8	-0.4	6
CCOC(=O)CNC(=S)N(CCCN1CCCCC1)Cc1cccs1	-2	3	2	-0.1	-5	1	-10	-2.2	1
O=S(=O)(NCC(O)c1ccccc1)c1ccc(-c2ccccn2)s1 (configuration not stated)	-15	.	9	1.6	20	8	-7	6.0	-4
CC(NC(=O)CCSCCC(=O)NC(C)c1ccccc1)c1ccccc1 (configuration not stated)	-11	-3	12	0.1	-33	5	7	-1.9	0
Cc1cc(C)nc(NC2=NCCN2C(=O)NC2CCCCC2)n1	21	4	6	-0.3	12	11	5[fluorescence artefact?]	0.6	13
COc1ccc(N2CCN(C(=O)c3ccc(N(C)S(=O)(=O)c4ccc(OC)cc4)cc3)CC2)cc1	-19	-3	4	2.0	12	3	3	1.7	9
Cc1nc(CSc2nnc(N)s2)cs1	21	2	5	0.3	10	6	-13	1.4	-8
NC(=O)CSc1nnc2ccc(-c3ccc(F)cc3)nn12	12	10	8	0.5	7	5	-9	-0.7	12
COc1ccc(C2(C(=O)c3ccccc3)C(=O)c3ccccc3C2=O)cc1	-38	.	22	0.6	22	26	-10	0.3	23
Cc1nnc2sc(SCc3ccc(Br)cc3)nn2c1=O	-7	5	3	0.8	17	17	5	-0.1	-2
Cc1ccc(OC(=O)C23CC4CC(CC(C4)C2)C3)c(C)n1	18	6	10	0.7	11	0	29[fluorescence artefact?]	-1.1	14
COc1cc(OC)cc(C(=O)n2cnnc2N)c1	10	-3	9	0.3	-9	-8	-9	-0.7	-17
COc1ccc(CN=CC2=C(O)CC(C)(C)CC2=O)cc1	7	0	13	-0.5	12	2	1	1.0	21
CCCCNC(=S)NC1CCCC1	9	5	6	0.5	13	-7	-3	0.9	-3
OCCCC1CCCCN1Cc1nc(Cc2ccccc2Cl)no1 (configuration not stated)	7	2	14	0.5	8	17	-9	2.4	-9
Clc1ccc(/C=N/N2CCN(Cc3ccccc3Cl)CC2)cc1	1	3	2	-0.9	20	1	-20	1.5	-1
O=C(O)CCS(=O)(=O)c1cccc2cccnc12	14	1	4	0.7	-5	-7	-7	-0.1	7
O=C(NCc1n[nH]c(=S)n1-c1cccc(C(F)(F)F)c1)c1ccc(S(=O)(=O)N2CCCC2)cc1	24	-1	5	-1.3	-14	16	0	-0.9	8
Cc1cc2ccccc2nc1SCC(=O)N1CCCC1	11	8	10	0.2	23	-5	-1	0.1	-3
Cc1ccc(NCc2n[nH]c(=S)n2-c2cccc(Cl)c2)cc1	4	5	6	0.9	10	5	-21	0.2	9
CCCOc1ccc(NC(=O)CC2Nc3ccccc3NC2=O)cc1 (configuration not stated)	-61	-1	11	-0.1	0	9	-10	0.1	1
CC(C)C(OC(=O)c1cc2sccc2n1C)C(=O)NCC1CCCO1 (configuration not stated)	-3&-30	5	7&12	0.7	27	-13	-8	1.4	-7
Cc1cnc(NC(=O)C2=C(O)c3ccccc3S(=O)(=O)N2C)s1	23&4&21	1	11&19&18&14	1.2	2&22	19	0	1.4	-13
COC(=O)c1c(NC(=O)c2ccco2)sc(C(=O)N2CCCC2)c1C	38&-6	6	9&8	0.5	7	5	8	0.6	2
Cc1onc(-c2ccccc2)c1C(=O)NCCc1c[nH]c2ccccc12	-17	7	5	-0.1	10	4	-2	0.5	-2
CC1(C)OC(=O)CC1C(=O)NCc1ccccc1 (configuration not stated)	-5	2	9	0.7	-28	12	-6	-0.9	-5
CC(C)CC(=O)Nc1ccc(F)c(Cl)c1	9	1	4	0.0	90*	-6	8	0.0	10
O=C(c1ccccc1)c1c[nH]c2cc3c(cc2c1=O)OCO3	6	0	6	0.0	-2	16	-1	0.9	6
